FLuc modulator: counter-screen for miR-21 project: firefly luciferase inhibitors or activators; purified FLuc, Km substrates, luminescence inhibition; 360,000 tested, 6.9% active; P08659; Potency, µM (titrated, usually from 57.5 µM), without a hit: top-dose activity change, negative = inhibition, most hits filed as inhibitors; AID 588342;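 further: potency means the concentration at half of the fitted maximal effect; plate controls were vehicle for no effect and reference inhibitor for full effect; nearly all actives have a fitted effect of over 55% in size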
Target sequence (P08659 whole entry, looked up): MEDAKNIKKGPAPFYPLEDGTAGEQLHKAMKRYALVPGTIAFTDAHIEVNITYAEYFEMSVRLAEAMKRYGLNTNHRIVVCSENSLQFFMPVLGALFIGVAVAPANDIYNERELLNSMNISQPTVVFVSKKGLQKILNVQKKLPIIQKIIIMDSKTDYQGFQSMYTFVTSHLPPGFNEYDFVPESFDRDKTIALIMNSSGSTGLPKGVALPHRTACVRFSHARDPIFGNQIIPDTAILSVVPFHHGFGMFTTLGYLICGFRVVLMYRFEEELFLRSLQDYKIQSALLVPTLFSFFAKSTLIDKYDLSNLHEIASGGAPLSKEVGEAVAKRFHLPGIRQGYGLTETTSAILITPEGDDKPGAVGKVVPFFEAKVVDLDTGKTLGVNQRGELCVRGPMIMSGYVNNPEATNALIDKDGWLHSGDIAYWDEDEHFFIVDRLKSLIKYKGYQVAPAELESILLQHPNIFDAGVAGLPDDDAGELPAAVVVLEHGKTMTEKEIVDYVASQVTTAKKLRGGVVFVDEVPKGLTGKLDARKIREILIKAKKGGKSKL
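Purified P. pyralis luciferase, 10 nM final, with Km-level 10 uM D-luciferin and 10 uM ATP in 50 mM Tris acetate pH 7.5, 10 mM Mg acetate, 0.01% Tween-20, 0.05% BSA; 6-point qHTS titration about 60 µM downward; luminescence read.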
Giardia killer: Giardia lamblia killing. Giardia lamblia trophozoite viability. activity change, % at 7.66 µM, hits read low. 340,000 tested, 0.15% active; in the data active means activity change below about -80%; inconclusive means between about -30% and that limit;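 further: parasites exposed to compound for two days anaerobically before the ATP read; on the % scale 0 is the no-effect control and ±100 the full control effect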
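Giardia lamblia trophozoites (100 cells/well) were incubated with compounds for 48 h at 37 deg C under anaerobic conditions. Viability was read as ATP content by one-step luminescence after 15-30 min at room temperature.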
ELG1 genotoxic: genotoxicity induction in ELG1-luciferase HEK293T cells; Potency, µM (series often up to 46 µM), without a hit: at the top dose activity change, positive = activation, hits mostly activators; 330,000 tested, 1.3% active; HEK293T ELG1-luciferase reporter, luminescence, 16 h; further: potency means the concentration at half of the fitted maximal effect; % of control where 0% means no effect; nearly all actives have a fitted effect of over 60% in size
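16 hr compound incubation (37 °C, 5% CO2) of HEK293T cells carrying luciferase-tagged ELG1; luciferase then measured by ONE-Glo luminescence after 30 min at RT.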
Rab9 promoter act: Rab9 promoter activation | 320,000 tested, 2.8% active | Potency, µM (top dose mostly 9.22 µM), inactives show at the top dose activation, negative = inhibition, actives largely listed as activators | AID 485297 | Huh7 Rab9 promoter-luciferase reporter, luminescence, 24 h; further: potency means the concentration at half of the fitted maximal effect; % of control where 0% means no effect; nearly all actives have a fitted effect of over 60% in size
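Promoter activation is measured as luciferase luminescence in Huh7 cells stably transfected with a Rab9 promoter–luciferase construct, following 24 h compound exposure at 37 °C and 10 min reagent incubation at ambient temperature.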
uPA surface inh: blocks generation of uPA at the cell surface | cell surface uPA generation assay, qHTS | Potency, µM (titrated, usually from 38.3 µM), without a hit: at the highest dose activity change, negative = inhibition, actives largely listed as inhibitors | 330,000 tested, 0.31% active | AID 540303; active means well fitted inhibition curve with a large enough effect; inconclusive means small, poorly fitted or top-dose-only effect; inactive means no such curve, though single readings can be large or run the other way; tested in mouse RAW 264.7 cells; further: potency means the concentration at half of the fitted maximal effect; on the % scale 0 is the no-effect control and ±100 the full control effect; nearly all actives have a fitted effect of over 55% in size
Tb PFK inh: blocks T. brucei phosphofructokinase; O15648; T. brucei PFK, ADP-Glo luminescence; Potency, µM (doses to about 57.5 µM), for inactives: at the highest dose activity, negative = inhibition, most hits filed as inhibitors; 330,000 tested, 0.17% active; AID 485367;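 further: potency means the concentration at half of the fitted maximal effect; 0% = uninhibited 1x PFK enzyme wells and -100% = no-enzyme wells; nearly all actives have a fitted effect of over 60% in size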
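1.25 nM PFK with 0.5 mM F6P and 0.1 mM ATP in 0.1 M TEA pH 8.0, 5 mM MgCl2, incubated 45 min at room temperature; ADP measured by ADP-Glo luminescence; compounds titrated up to 57 uM.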
KCNH2 3.1 inh: inhibitors of human KCNH2 3.1 potassium channel isoform; U2OS KCNH2 3.1, thallium flux FluxOr; hits give low values; activity change, % (tested at about 1.8 µM); 340,000 tested, 0.95% active;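 active means maximum activity change below -70%; inconclusive means maximum activity change from -70% to -50%; inactive means maximum activity change above -50%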;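 further: thallium influx rate constant from kinetic fluorescence after stimulation buffer; on the % scale 0 is the no-effect control and ±100 the full control effect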
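FluxOr-based Tl+ influx in U2OS cells transduced with KCNH2 3.1 virus; rate constants normalized to DMSO controls.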
RORg inh: ROR gamma (mouse) transcription inhibition; Drosophila S2 Gal4-RORgamma UAS-luciferase reporter, 20 h; Potency, µM (highest dose often 53.6 µM), for inactives: top-dose activity change, negative = inhibition, usual class: inhibitors; 310,000 tested, 5.4% active; AID 2551; further: potency means the concentration at half of the fitted maximal effect; on the % scale 0 is the no-effect control and ±100 the full control effect; nearly all actives have a fitted effect of over 60% in size
Target sequence (P51450 whole entry, looked up, the tested form may be a part): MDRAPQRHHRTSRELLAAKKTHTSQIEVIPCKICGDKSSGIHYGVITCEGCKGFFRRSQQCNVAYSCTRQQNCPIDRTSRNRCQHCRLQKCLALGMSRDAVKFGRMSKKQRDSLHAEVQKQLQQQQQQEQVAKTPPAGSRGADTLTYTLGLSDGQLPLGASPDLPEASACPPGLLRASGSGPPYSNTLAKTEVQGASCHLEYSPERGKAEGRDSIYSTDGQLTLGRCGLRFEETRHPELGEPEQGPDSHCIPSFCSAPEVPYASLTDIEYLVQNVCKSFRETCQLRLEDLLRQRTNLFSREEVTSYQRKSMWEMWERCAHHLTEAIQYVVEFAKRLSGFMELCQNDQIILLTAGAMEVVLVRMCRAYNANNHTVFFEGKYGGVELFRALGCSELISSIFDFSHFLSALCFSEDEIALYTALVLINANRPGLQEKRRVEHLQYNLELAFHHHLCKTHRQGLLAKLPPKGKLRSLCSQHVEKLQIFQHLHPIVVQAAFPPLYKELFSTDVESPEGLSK
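Luminescence from a UAS-regulated Photinus luciferase reporter in stably transfected Drosophila Schneider cells is measured; decreased signal marks ROR gamma inhibition. Fusion expression is induced by 700 uM copper sulfate for 20 hr.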
NPC1 prom act: NPC1 promoter activation; AID 485313; 320,000 tested, 2.4% active; Huh7 NPC1 promoter luciferase reporter, 24 h; Potency, µM (doses to about 9.22 µM), for the others: at the top dose activation, actives largely listed as activators;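 further: potency means the concentration at half of the fitted maximal effect; % of control where 0% means no effect; nearly all actives have a fitted effect of over 60% in size; reporter is driven by a mutant NPC1 promoter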
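Compounds in DMSO were transferred onto Huh7 NPC1-luciferase reporter cells pre-incubated 2 h; after 24 h at 37 °C, Amplite reagent was dispensed and luminescence recorded 10 min later.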
Coupling enz: inhibits coupling enzyme system, counter-screen for aldolase hits. coupling enzyme system counterscreen, AmpLite Red fluorescence. activity change, negative = inhibition, % at 58.2 µM, hits read low. 290,000 tested, 0.67% active. AID 2472; in the data active means activity change below about -30%; further: on the % scale 0 is the no-effect control and ±100 the full control effect
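Counterscreen of the coupled detection system alone, without aldolase: glyceraldehyde-3-phosphate coupling enzymes plus AmpLite Red readout. Compounds at 57.5 uM final, 10 min RT preincubation, 20 min RT reaction, fluorescence 525/598 nm.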
VP16 counter: counter-screen for ROR gamma inhibitors: Gal4-VP16 reporter; Drosophila S2 Gal4-VP16 UAS-luciferase, luminescence, 20 h; Potency, µM (highest dose often 53.6 µM), without a hit: at the highest dose activity, negative = inhibition, actives largely listed as inhibitors; AID 2546; 310,000 tested, 3.5% active;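 further: Gal4-VP16 expression switched on by copper sulfate through the metallothionein promoter; potency means the concentration at half of the fitted maximal effect; on the % scale 0 is the no-effect control and ±100 the full control effect; nearly all actives have a fitted effect of over 50% in size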
Numbers without * were called inactive; u = inconclusive; x = no result given; [ ] = remark or other dose. Unless noted, the call rests on the fitted dose curve; in most records, active means well fitted curve in the direction sought with a large enough effect; inconclusive means small, poorly fitted or top-dose-only effect, or another doubt; inactive means no such curve, though single readings can be large; an effect the other way counts as inactive or inconclusive.

Sequence of screens – FLuc modulator	Giardia killer	ELG1 genotoxic	Rab9 promoter act	uPA surface inh	Tb PFK inh	KCNH2 3.1 inh	RORg inh	NPC1 prom act	Coupling enz	VP16 counter
(1) O=C(CCc1ccccc1)NCC(=O)N/N=C/c1ccc2c(c1)OCO2
  u	-16	2%	10%	8%	1%	-1	-1%	1%	-13	-7%
(2) CCC(C)N(C(=O)COC(=O)CNC(=O)c1ccccc1F)C1CCS(=O)(=O)C1 (stereo not given)
  -6%	4	-10%	-2%	-20%	4%	3	-7%	-5%	0	2%[10 µM]
(3) COCCCNC(=O)CN1CCN(Cc2ccccc2Cl)C1=O
  -2%	-10	0%	6%	8%	-1%	1	32%	1%	5	-28%
(4) COc1ccc(OC)c(CN2CCN(C(=O)CN3C(=O)NC4(CCCC4)C3=O)CC2)c1
  0%	2	-1%	-13%	0%	-1%	12	x	-3%	x	x
(5) CCn1cc(C(=O)Nc2ccc(F)c(F)c2)cn1
  u	17	3%	28%	1%	-1%	-88*	11%	9%	-1	22%
(6) CCOC(=O)Nc1ccc2c(c1)N(C(=O)CN(C)C)c1ccccc1CC2
  2%	-17	6%	-5%	0%	1%	1	-4%	-3%	1	0%
(7) Cn1c(-c2ccc3ccccc3n2)[n+](C)c2ccccc21
  21µM*	40[activator]	-3%	-31%[inhibitor]	-1%	1%	-1	u	-12%	0	-2%
(8) O=C(CSc1ccc(Cl)cc1)N/N=C/c1ccc([N+](=O)[O-])o1
  -2%	-95*	-3%	5%[1.84 µM]	u	1%	-10	-21%	-11%	-29	u
(9) Cc1sc2nc(SCc3ccc(C(=O)O)cc3)n(Cc3ccco3)c(=O)c2c1C
  4%	6	-14%	-1%	3%	-1%	-8	8%	-2%	13	-19%
(10) CC1C(=O)N2CCCc3cc(NC(=O)C(=O)NCc4ccccn4)cc1c32 (stereo not given)
  3%	-2	u	1%	-15%	0%	-2	x	0%	x	x

(listing goes on)
Sequence of screens – FLuc modulator	Giardia killer	ELG1 genotoxic	Rab9 promoter act	uPA surface inh	Tb PFK inh	KCNH2 3.1 inh	RORg inh	NPC1 prom act	Coupling enz	VP16 counter
(11) Cc1nc([N+](=O)[O-])cn1-c1nc2ccccn2c1[N+](=O)[O-]
  0%	-88*	0%	-4%	-4%	-1%	9	-27%	1%	3	-16%
(12) CCc1ccccc1N1C(=O)C2CC=CCC2C1=O (stereo not given)
  5%	4	-3%	0%	-1%	-3%	7	-27%	1%	7	5%
(13) COc1ccc(CNC(=O)CN(C)S(=O)(=O)c2ccc3c(c2)n(C)c(=O)c(=O)n3C)cc1
  -1%	-25	2%	-2%	-6%	2%	-13	2%	-1%	x	-7%
(14) Cn1cnc(S(=O)(=O)Nc2ccc(OC(F)F)cc2)c1
  -2%	5	0%	-7%	-5%	1%	5	1%	2%	2	-5%
(15) O=C(CSc1ncn[nH]1)Nc1ccc2c(c1)CCC2
  u	6	0%	5%	-2%	0%	6	3%	-2%	0	-25%
(16) CCc1c(C)nc2ncnn2c1N1CCC(C(=O)NCc2cccs2)CC1
  -1%	-6	-1%	-4%	-5%	4%	10	8%	-2%	5	0%
(17) O=C(NC1CCC(O)CC1)c1cc(Cl)c2c(c1)OCCO2 (stereo not given)
  x	-10	5%	x	-7%	1%	-14	x	x	x	x
(18) COC(=O)/C(=C(O)\C=C\c1ccccc1[N+](=O)[O-])c1nc2ccccc2[nH]1
  u	-16	-4%	2%	-6%	2%	8	7.9µM*	4%	-4	u
(19) COC(=O)c1nnn(-c2nonc2N)c1-c1cccs1
  2%	9	0%	4%	1%	2%	9	-8%	-2%	-1	5%
(20) Cc1ccc(N(Cc2cc3cc(C)ccc3[nH]c2=O)C(=O)c2cccs2)cc1
  1%	-13	-2%	-8%	1%	-4%	-1	-6%	-1%	2	-2%

The list goes on:
Sequence of screens – FLuc modulator	Giardia killer	ELG1 genotoxic	Rab9 promoter act	uPA surface inh	Tb PFK inh	KCNH2 3.1 inh	RORg inh	NPC1 prom act	Coupling enz	VP16 counter
(21) CC(C)(C)NC(=O)C(c1ccc(F)cc1)N(Cc1cccs1)C(=O)c1ccc(CN2CCOCC2)o1 (stereo not given)
  -1%	-8	3%	-4%	x	-6%	-4	29%	-2%	1	4%
(22) CCOC(=O)c1ccc(CSc2nncn2N)o1
  2%	6	x	x	-6%	x	-18	0%	x	2	3%
(23) Cc1ccc(-c2nc(-c3nccc4ccccc34)oc2-c2ccccc2)cc1
  3µM*	-4	u	3.2µM*	-2%	3%	-1	u	u	-11	-9%
(24) Brc1ccc(-c2csc(Nc3nc(-c4ccc(Br)cc4)cs3)n2)cc1
  u	-14	-11%	2%	3%	3%	5	u	8%	0	u
(25) O=C(NC1CCCC1)c1cc2nc(-c3ccco3)cc(C(F)(F)F)n2n1
  -13%	-7	-23%	-5%	0%	-3%	4	41%	2%	1	-12%
(26) COc1ccc(CC(=O)NCCN2CCCC2)cc1
  -4%	8	2%	2%	7%	3%	0	1%	-6%	1	-1%
(27) O=C(O)c1ccc(F)c(S(=O)(=O)Nc2ccccc2)c1
  9%	10	1%	5%	-2%	2%	-1	-15%	-7%	3	-6%
(28) COc1ccccc1OCCC(=O)OCC(=O)NC(=O)NC(C)(C)C
  4%	12	-3%	0%	-3%	1%	-6	-14%[10 µM]	1%	0	-1%
(29) CCOc1cc(NC(=O)c2ccco2)c(OCC)cc1NC(=O)COc1ccccc1
  8%	26	4%	3%	2%	0%	-16	-43%	-1%	-5	-21%
(30) CC1=C(C(=O)OC2CCCCCCC2)C(c2cccc(O)c2)NC(=O)N1 (stereo not given)
  -1%	-10	-1%	-6%	14%	0%	3	u	0%	0	-24%

Further results follow.
Sequence of screens – FLuc modulator	Giardia killer	ELG1 genotoxic	Rab9 promoter act	uPA surface inh	Tb PFK inh	KCNH2 3.1 inh	RORg inh	NPC1 prom act	Coupling enz	VP16 counter
(31) O=C(C1CC(Cl)CN1S(=O)(=O)c1ccc(Cl)cc1)N1CCOCC1 (stereo not given)
  -2%	12	0%	-3%	0%	0%	5	-12%	-3%	2	11%
(32) O=C(COC(=O)Cc1ccccc1F)NC(=O)NC1CCCC1
  x	2	0%	x	5%	-4%	-2	x	x	x	x
(33) O=C(O)Cn1c(=O)c2c3c(sc2n(Cc2ccccc2F)c1=O)CCCC3
  -1%	3	0%	0%	-2%	6%	3	8%	-5%	9	9%
(34) CC(C)(C)NC(=O)c1cc(-c2ccccc2)n[nH]1
  u	-19	0%	-4%	2%	0%	4	6%	0%	0	-5%
(35) Cc1nn(CCCC(=O)NCCc2ccccc2)c(C)c1[N+](=O)[O-]
  3%	-3	0%	7%	-1%	-1%	16	u	2%	2	-13%
(36) CC(C#N)Sc1nc2ccccc2c(=O)n1-c1ccccc1 (stereo not given)
  3%	5	2%	2%	-13%	-2%	-6	20%	7%	2	-2%
(37) Cc1cc(SCC(=O)N/N=C/c2cccnc2)nc2c(C)cccc12
  4%	-27	0%	-10%	3%	1%	-5	-19%	2%	2	-10%
(38) COCCN(CC(=O)Nc1cccc(C)c1C)C(=O)C1(c2ccc(Cl)cc2)CCC1
  x	9	-6%	x	-41%	1%	-24	x	x	x	x
(39) O=C(CNC(=O)C1CCCCC1)OC(C(=O)c1ccccc1)c1ccccc1 (stereo not given)
  0%	-14	2%	-8%	-11%	0%	x	x	-3%	x	x
(40) Cc1cc(C)n(C(C)Sc2ccccc2)n1 (stereo not given)
  0%	-5	3%	-5%	-18%	-1%	12	x	-3%	x	x

Going on with the list.
Sequence of screens – FLuc modulator	Giardia killer	ELG1 genotoxic	Rab9 promoter act	uPA surface inh	Tb PFK inh	KCNH2 3.1 inh	RORg inh	NPC1 prom act	Coupling enz	VP16 counter
(41) COC(=O)c1ccc(CSc2nnc(-c3c[nH]c4ccccc34)n2-c2ccccc2)cc1
  -15%	-16	-12%	0%	-3%	2%	13	u	0%	2	-14%
(42) COc1ccc2nc(C)c(C(=O)OCCN(C)C)cc2c1
  -5%	x	-1%	-1%	x	-1%	x	-1%	6%	-2	-3%
(43) Cc1ccccc1OCC(=O)Nc1ccc(N2CCN(S(C)(=O)=O)CC2)cc1
  -5%	-13	-4%	10%	2%	-4%	-22	1%	0%	0	-2%
(44) CCc1ccc(NC(=O)NNC(=O)CCc2ccccc2)cc1
  2%	0	3%	3%	2%	1%	12	22%	8%	-2	3%
(45) O=C(COC(=O)CNC(=O)c1ccc(Cl)cc1Cl)NCC1CCCO1 (stereo not given)
  -2%	1	0%	-3%	-3%	0%	10	x	-6%	x	x
(46) COC(=O)CC(CP(=O)(O)CN(C)C=O)C(=O)OC (stereo not given)
  -3%	-11	-2%	-2%	8%	0%	-47	7%	0%	2	-8%
(47) O=C1C=C(NCCNc2c(F)c(F)c(CO)c(F)c2F)CCC1
  2%	2	0%	-5%	5%	2%	-3	-7%	-5%	2	11%

Screening data: PubChem, National Center for Advancing Translational Sciences (NCATS)
